RT RNaseH block = inhibitors of HIV-1 reverse transcriptase RNase H; P04585; 1.9% of 65,000 active; RT-RNase H RNA/DNA duplex cleavage, fluorescence; inhibition, % at 10 µM; in the data active = inhibition above about 50%
RmlC RmlD mix = RmlC/RmlD inhibition, mixture screen | RmlC/RmlD coupled enzyme inhibition, 384-well mixture HTS | inhibition, % at 5.5 µM | 0.39% of 110,000 active | AID 1532; in the data active = inhibition above about 30%, passing the limit was not always enough; also: strong numbers were not always called active
The depositor's hits bear a star; . = not tested or not shown.

SMILES	RT RNaseH block	RmlC RmlD mix
CC(=O)NC1(C(F)(F)F)C(=O)N(Cc2ccccc2)C2=C1C(=O)CC(C)(C)C2 (stereo unspecified)	.	6
Cc1ccc(NC2=NCCCCC2)cc1	.	-9
CC1(C)CC(=O)C2=C(C1)N(Cc1ccco1)C(=O)C2(NC(=O)c1ccc(Cl)cc1Cl)C(F)(F)F (stereo unspecified)	.	-5
Cc1ccc(CNC(=O)C2CC(c3cccc([N+](=O)[O-])c3)=NO2)cc1 (stereo unspecified)	.	-56
CCOC(=O)CCNc1n[nH]c(=O)[nH]c1=O	-1	7
Cc1cc(C)nc(/N=c2/ssnc2Cl)c1	84*	-14
CC(=O)Nc1cccc(OC(=O)c2ccoc2C)c1	-6	35
Cc1ccc(S(=O)(=O)Nc2c(C)nn(C)c2C)cc1	.	-1
C=CCc1ccc(OCCCCN2CC(C)OC(C)C2)c(OC)c1 (stereo unspecified)	.	5
CC1=Nc2ccccc2NC(=O)C1Sc1nnc(C)s1 (stereo unspecified)	-16	-12
C=CCC(C=C)S(=O)(=O)c1ccc(C)cc1 (stereo unspecified)	.	-13
COC(=O)CC1SC(=O)NC1=Nc1ccc(C)cc1 (stereo unspecified)	9	9
Cc1onc(-c2ccccc2)c1C(=O)NCc1cccs1	.	4
CCOC(=O)Nc1nc(-c2ccccc2)c(C(=O)c2ccc(Cl)cc2)s1	.	8
CCCN1/C(=C2/SC(=S)N(CC)C2=O)C=Cc2ccccc21	.	8
CC(C)OC(=O)CSc1nnc(-c2ccc(Cl)cc2)n1N	1	-2
CCCCn1c(CNC(=O)CCC)nc2ccccc21	-1	8
O=C(O)CSCCC(=O)Nc1ccc(F)cc1	3	-7
CCS(=O)(=O)Nc1ccc(-c2ccc(NS(=O)(=O)CC)c(OC)c2)cc1OC	2	12
O=P(O)(CCc1ccccc1)C(O)c1ccccc1 (stereo unspecified)	.	5
NC(=O)c1sc2nccc(Nc3ccccc3)c2c1N	-7	-5
COC(=O)c1cc2n3ccccc3c(C)c(-c3ccccc3)c-2c1C(=O)OC	.	6
CC1=C(C#N)C(c2cccnc2)C2=C(CC(C)(C)CC2=O)N1 (stereo unspecified)	-4	59*
COc1cc(NC(=O)c2ccc3c(c2)OCO3)c2ncccc2c1	-8	-17
Cc1cc(C)c(OCC(=O)Nc2cccc(O)c2)cc1C	3	-9

Taken from above:
Entry for `CCCN1/C(=C2/SC(=S)N(CC)C2=O)C=Cc2ccccc21` under RmlC RmlD mix: 8
Entry for `CC(=O)Nc1cccc(OC(=O)c2ccoc2C)c1` under RT RNaseH block: -6
Entry for `CCOC(=O)Nc1nc(-c2ccccc2)c(C(=O)c2ccc(Cl)cc2)s1` under RmlC RmlD mix: 8
Entry for `CC1(C)CC(=O)C2=C(C1)N(Cc1ccco1)C(=O)C2(NC(=O)c1ccc(Cl)cc1Cl)C(F)(F)F` (stereo unspecified) under RmlC RmlD mix: -5
Entry for `NC(=O)c1sc2nccc(Nc3ccccc3)c2c1N` under RT RNaseH block: -7
Entry for `CC(C)OC(=O)CSc1nnc(-c2ccc(Cl)cc2)n1N` under RmlC RmlD mix: -2
Entry for `CC(=O)NC1(C(F)(F)F)C(=O)N(Cc2ccccc2)C2=C1C(=O)CC(C)(C)C2` (stereo unspecified) under RmlC RmlD mix: 6

Record cards, from the list above:
Profile of `C=CCc1ccc(OCCCCN2CC(C)OC(C)C2)c(OC)c1` (stereo unspecified) → RT RNaseH block = .; RmlC RmlD mix = 5
Profile of `Cc1ccc(NC2=NCCCCC2)cc1` → RT RNaseH block = .; RmlC RmlD mix = -9

The listing picks up, starting 2 compounds before the break.
SMILES	RT RNaseH block	RmlC RmlD mix
COc1cc(NC(=O)c2ccc3c(c2)OCO3)c2ncccc2c1	-8	-17
Cc1cc(C)c(OCC(=O)Nc2cccc(O)c2)cc1C	3	-9
CC[C@H](C)[C@@H](C(=O)N1CCNCC1)n1cc([C@@H](N)Cc2ccc(O)cc2)nn1	.	-30
CCCn1c(NCc2ccc(N(C)C)cc2)nc2ccccc21	-5	-15
O=C(NNC(=O)c1ccc2ccccc2c1O)c1ccccc1Cl	.	5
CC[C@H](C)C(=O)O[C@H]1C[C@@H](C)C=C2C=C[C@H](C)[C@H](CC[C@@H]3C[C@@H](O)CC(=O)O3)[C@H]21	5	2
Nc1cc(N)nc(SCC(=O)N2CCN(C(=O)c3ccco3)CC2)n1	.	4
COc1cccc(NC(=O)N2CCC(C(N)=O)(N3CCCCC3)CC2)c1	-10	5
N=C1C(=O)OCC1c1cc(Cl)ccc1NC(=O)Nc1ccccc1 (stereo unspecified)	.	-9
OCCNC1=NCCN1	-1	-14
CCCCCn1c(=O)[nH]c2cc(C(=O)NCCN3CCOCC3)ccc2c1=O	-6	.
c1ccc(COCCN2CCN(CCOCc3ccccc3)CC2)cc1	.	7
COc1ccccc1NC(=O)c1cc2ccccc2o/c1=N\O	89*	19
CC(=O)c1ccc(N2CCN(C(=O)c3ccc(NC(=O)C4CCCO4)cc3)CC2)cc1 (stereo unspecified)	4	-22
CCOc1ccccc1OCCCC(=O)Nc1ccc(OC)nc1	-6	-14
O=C(CSc1nnc(-c2ccncc2)n1CC1CCCO1)Nc1nccs1 (stereo unspecified)	.	-13
COCc1nc(-c2cc(Br)ccc2OC)no1	-15	5
COc1cc(NC(=O)c2ccco2)c(OC)cc1NC(=O)CSc1nnc(-c2cccs2)n1C	-8	-6
Cc1cccc(NC(=O)CSc2nnc([C@@H](N)Cc3c[nH]c4ccccc34)o2)c1C	-5	-1
CC1(C)C(=O)OC(C(=O)c2ccc(C(C)(C)C)cc2)C(C)(C)C1=O (stereo unspecified)	.	-11
CCOc1ccc(C2=Nn3c(nnc3-c3ccccc3OC)SC2)cc1	3	-10
O=C(Nc1ccccc1)N1CCN2C(=O)c3ccccc3C12c1ccccc1 (stereo unspecified)	-11	3
CCOC(=O)N1CCC(NC(=O)CN(C)S(=O)(=O)c2cc3c(cc2Cl)NC(=O)CO3)CC1	.	-8
CCC(C)C(NC(=O)OC(C)(C)C)C(=O)NC(CC(C)C)C(N)=O (stereo unspecified)	-2	1
COc1ccc(NC(=O)/C(Cl)=C(/Cl)S(=O)(=O)Cc2ccc(C)cc2)cn1	.	-7
CCC(C)(C)n1nnnc1CN1CCC(n2c(C)nc3cc(C(F)(F)F)ccc32)CC1	.	-14
O=C(COC(=O)c1cncc(Br)c1)NCc1ccco1	15	1

5 compounds drawn at random from the list so far, as already listed:
SMILES	RT RNaseH block	RmlC RmlD mix
COc1ccccc1NC(=O)c1cc2ccccc2o/c1=N\O	89*	19
c1ccc(COCCN2CCN(CCOCc3ccccc3)CC2)cc1	.	7
Cc1cccc(NC(=O)CSc2nnc([C@@H](N)Cc3c[nH]c4ccccc34)o2)c1C	-5	-1
Nc1cc(N)nc(SCC(=O)N2CCN(C(=O)c3ccco3)CC2)n1	.	4
COc1ccc(NC(=O)/C(Cl)=C(/Cl)S(=O)(=O)Cc2ccc(C)cc2)cn1	.	-7

(more compounds)
SMILES	RT RNaseH block	RmlC RmlD mix
CC1CCC(NC(=O)Cn2cc3c(n2)CCCC3)CC1 (stereo unspecified)	-4	-11
CCOc1cc(NC(=O)c2ccccc2C)c(OCC)cc1NC(=O)C1=Cc2ccccc2OC1	.	90
COC(=O)C1C2C=CC3(CN(c4cccc(Cl)c4)C(=O)C13)O2 (stereo unspecified)	-13	-6
Cc1ccc(S(=O)(=O)NC(=O)NCCCCNC(=O)NS(=O)(=O)c2ccc(C)cc2)cc1	.	-12
Cc1cccc(N(CC(=O)NC2CCCCC2)C(=O)c2c(C)noc2C)c1	-3	7
O=C(c1ccccc1OCc1ccccc1Br)N1CCN(c2ncccn2)CC1	-18	9
Nc1cc(=O)nc(SCC(=O)NC2CCCCC2)n1-c1ccccc1	2	-11
CN1CCN(C(=O)C2=C[C@@H](c3csc4ccccc34)C[C@@H](OCc3ccc(CO)cc3)O2)CC1	.	18
Cc1cccc(N2CCN(c3nc4ccc(Cl)cc4n4cnnc34)CC2)c1C	42	-5
Cc1cc(OCC(=O)NCC(C)C)cc(C)c1Br	.	-12
COc1cc(C(CCN2CCCC2)c2c(OC)cc(OC)c3ccc(=O)oc23)cc(OC)c1OC (stereo unspecified)	.	-4
Cc1ccc(S(=O)(=O)Nc2ccccc2C(N)=O)cc1	-20	9
COc1ccc(C2CC(C(F)(F)F)n3nc(C(=O)NCCCn4ccnc4)cc3N2)cc1OC (stereo unspecified)	-9	19
COc1ccc2cc(-c3cc(C(=O)O)c4ccccc4n3)ccc2c1	.	21
Cc1cc(C)c(S(=O)(=O)N2CCN(c3ccc([N+](=O)[O-])c(NCC4CCCO4)c3)CC2)c(C)c1 (stereo unspecified)	.	-1
COc1ccc(NS(=O)(=O)c2ccc(Br)s2)cc1OC	4	-10
CCOC(=O)c1cnc(SCc2ccc(C)cc2)nc1N	-12	8
COC(=O)c1ccccc1NC(=O)CN(Cc1ccccc1)S(C)(=O)=O	-47	-12
Nc1nnc(-c2cccc(Cl)c2Cl)c(N)n1	0	-11
O=C(c1ccc(F)cc1)N1CCN(c2ncccn2)CC1	-6	-34
O=C1CCCN1CN1CCCCC1	-4	9
CN1CCn2c1nc(N1CCCCC1)nc2=O	-17	2
O=C(Oc1cccnc1)c1cc(S(=O)(=O)N2CCOCC2)ccc1Cl	.	7
COc1c(/C=N/Nc2nc(N3CCCCC3)nc(N3CCCCC3)n2)cccc1[N+](=O)[O-]	.	6
Fc1ccc(-n2nnc(-c3ccnc4ccccc34)n2)cc1	.	13
Next part:
SMILES	RT RNaseH block	RmlC RmlD mix
COc1ccc(OC)c(S(=O)(=O)Nc2cccnc2)c1	.	1
CCc1c(C2(O)CCCCC2)[nH]c2ccc(C#N)cc12	.	-15
CC(C(N)=O)N1CC(c2ccc(Cl)cc2)CC1=O (stereo unspecified)	-1	-11
O=C(CCS(=O)(=O)c1ccc(Br)cc1)N1CCN(c2ccccc2)CC1	-4	5
CS(=O)(=O)Nc1ccc(Cc2noc(-c3ccc4[nH]cc(CCN)c4c3)n2)cc1	.	-16
Cc1ccccc1OCCSc1nnc(C)n1-c1ccccc1	.	8
Cc1ccccc1OCC1Cc2c(nc(N)c(C#N)c2N)O1 (stereo unspecified)	.	14
CCOC(=O)c1cc(C)sc1NC(=O)C1CCC1	-10	9
CCOc1ccccc1CNC(=O)Cn1c(=O)oc2ccccc21	.	0
COc1cc(S(=O)(=O)Nc2ccccc2C)ccc1Cl	-56	-11
CCCCOc1ccc(C(O)(CC)CCN2CCOCC2)cc1 (stereo unspecified)	.	-19
CC(C)(C)c1nnc2sc(SC/C(O)=C(\C#N)c3nc4ccccc4[nH]3)nn2c1=O	42	0
c1ccc(CNc2ncnc3c2oc2ccccc23)nc1	.	-18
O=C(c1cccs1)N(Cc1ccccn1)Cc1ccco1	-2	-4
COC(=O)[C@H](C)[C@H]1C[C@]1(C)[C@H](NC(=O)OCc1ccccc1)c1ccccc1	.	-6
COc1cc(-c2noc(-c3cccc(Cl)c3)n2)cc(OC)c1OC	1	-3
Cc1ccc(NC(=S)NC2CC3CCCC(C2)N3Cc2cccs2)cc1 (stereo unspecified)	.	4
Cc1ccc(S(=O)(=O)NCC2CCC(C(=O)O)CC2)cc1 (stereo unspecified)	.	17
COc1ccc(C(=O)Nc2cc(Cl)ccc2OC(=O)c2ccc(OC)cc2)cc1	.	15
COc1ccc(Cc2nnc(SCc3nc4ccccc4c(=O)[nH]3)o2)cc1	-52	4
COc1ccccc1NC(=O)CSc1ccc2nnc(-c3ccncc3)n2n1	-10	-6
CSc1ncc(Cl)c(C(=O)O)n1 (tested in a mixture with another compound)	.	-5
Cc1cccc(NC(=S)NC2CC3CCCC(C2)N3CC(C)C)c1 (stereo unspecified)	.	5
Nc1ccccc1N=Cc1c(O)n(CCC2=CCCCC2)c(=O)[nH]c1=O	40	-2
CS(=O)(=O)N(Cc1nnc(-c2cccs2)o1)c1ccc(Cl)cc1F	-22	-13
New compounds follow
SMILES	RT RNaseH block	RmlC RmlD mix
Cc1cccnc1NC(=O)Nc1cccc2ccccc12	.	-6
Cc1ccc(Sc2ccc(/C=N/O)cc2[N+](=O)[O-])cc1	.	9
Cc1ccc2cc3c(NC(=O)c4ccco4)nn(C)c3nc2c1	-4	.
CCC(=O)N(CCC1(C(C)C)CCOC(C)(C)C1)Cc1ccco1 (stereo unspecified)	.	8
COc1ccc(N(CC(=O)N2c3ccccc3CC2C)S(=O)(=O)c2c(C)noc2C)cc1 (stereo unspecified)	2	9
O=C(Nc1ccccc1C(=O)NCCN1CCOCC1)c1ccco1	-3	-1
CCN1CCN(C(=O)c2ccc(CS(=O)(=O)Cc3ccccc3F)o2)CC1	.	15
CCCOC(=O)CN1C(=O)c2ccc(C(=O)OCCC)cc2C1=O	-18	7
C=CCOC(=O)C(C#N)c1nc2ccccc2nc1N1CCN(Cc2ccc3c(c2)OCO3)CC1 (stereo unspecified)	15	2
N/C(Cc1cccs1)=N\OC(=O)COc1ccc(Cl)cc1Cl	.	-10
CC1(C(=O)N2CC3(CC(c4cccc(NC(=O)COc5ccc(Cl)cc5)c4)=NO3)C[C@@H]2C(N)=O)CC1 (stereo partly specified)	.	10
CC(=O)Nc1ccc(C(=O)Nc2ccc3c(c2)OCO3)cc1	50	6
c1ccc(COc2ccccc2CNCc2cccnc2)cc1	.	4
Cc1oc2c(c1C(=O)NC(Cc1c[nH]c3ccccc13)C(=O)O)CCCC2 (stereo unspecified)	0	43
CC(C)(C)OC(=O)CNC(=O)c1[nH]cnc1C(=O)N[C@@H](CCCCNC(=O)OC(C)(C)C)C(=O)OC(C)(C)C	.	-14
CC(=O)c1ccc(Oc2cc(C)nc(NCc3ccccc3)n2)cc1	.	7
CC(=O)/C=N/Nc1ccccc1	.	-6
O=C(CN1CCN(c2ncc(C(F)(F)F)cc2Cl)CC1)N1CCN(c2ncc(C(F)(F)F)cc2Cl)CC1	.	9

Compound activity (PubChem BioAssay)

This is a subset; rates above refer to the full screens.
